Assay outcomes deposited in PubChem by several laboratories.
HT29 cell growth-1 = HT29 colon tumor cell growth inhibition, primary screen, imaging, high content imaging, 48 h, CellTiter-Glo (AID 771). 3,300 tested, 2% active. HT29 cell growth, HCS imaging cell count, 48 h; hits give high values. growth inhibition, % at 10 µM;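 active means growth inhibition above 90%, meaning viable cell count by imaging cut by more than 90% versus vehicle controls; inactive means growth inhibition below 90%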;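 further: percent fewer viable cells counted by imaging than vehicle controls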
A549 proliferation = A549 NSCLC cell proliferation inhibitors – ATP luminescence, human non-small cell lung line, primary screen (AID 371); A549 growth inhibition, ATP luminescence; hits give high values; growth inhibition, % at 10 µM; 3,300 tested, 8.4% active;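 active means mean growth inhibition over the two runs of 50% or more; inactive means mean growth inhibition under 50%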;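 further: compound exposure lasted 72 h before the ATP read; 0% = untreated cell signal and 100% = no luminescence left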
AID772 = HT29 colon tumor cell growth inhibition, primary screen, imaging, high content imaging, 72 h, CellTiter-Glo (AID 772). HT29 cell growth, HCS imaging cell count, 72 h; hits give high values. growth inhibition, % at 10 µM. 3,300 tested, 0.6% active;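 active means growth inhibition above 90%, meaning viable cell count cut by more than 90% versus vehicle controls; inactive means growth inhibition below 90%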
HT29 cell growth-2 = HT29 colon tumor cell growth inhibition, primary screen, imaging, high content imaging, 24 h, CellTiter-Glo (AID 770) | HT29 cell number by imaging, 24 h; hits give high values | growth inhibition, % at 10 µM | 3,300 tested, under 10 active;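 active means growth inhibition above 90% in viable cell count at a single dose; inactive means growth inhibition below 90%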
AID364 = Jurkat cell viability reduction – Jurkat E6.1, NIH starter set, primary screen (AID 364). 3,300 tested, 2% active. Jurkat E6.1 viability, ATP luminescence, 48 h; higher % means a stronger effect. inhibition, % at 4 µM, or CC50 in µM where a hit was titrated;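 active means concentration giving half-maximal inhibition at or below 20 micromolar; inactive means half-maximal concentration above 20 micromolar, or not dose tested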;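 further: 100% = cells treated with 4 µM doxorubicin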
HT29 cell growth-2 condensed nuclei = also measured in HT29 cell growth-2; calls as there; condensed nuclei, %; measured here: percent cells with condensed nuclei;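 share of cells whose nuclear area falls below control median minus 1.5 SD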
HT29 cell growth-2 ATP viability = second read-out of HT29 cell growth-2, no call of its own (marks repeat the call); growth inhibition, %; measured here: ATP CellTiter-Glo viability
HT29 cell growth-1 condensed nuclei = also measured in HT29 cell growth-1; calls as there; condensed nuclei, %; measured here: percent cells with condensed nuclei;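 condensed means Hoechst nuclear area under control median minus 1.5 SD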
HT29 cell growth-1 ATP viability = further read-out of HT29 cell growth-1, marked with its call; growth inhibition, %; measured here: ATP CellTiter-Glo viability inhibition
AID772 condensed nuclei = also measured in AID772; calls as there; condensed nuclei, %; measured here: percent cells with condensed nuclei;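 condensed means nuclear area below control median minus 1.5 SD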
AID772 second = second read-out of AID772, no call of its own (marks repeat the call); growth inhibition, %; measured here: ATP CellTiter-Glo viability
* marks the source's active call; other numbers are inactive results; / = not tested or not shown.

Below each compound: AID772 second | HT29 cell growth-2 | AID772 | AID364 | A549 proliferation | AID772 condensed nuclei | HT29 cell growth-2 ATP viability | HT29 cell growth-2 condensed nuclei | HT29 cell growth-1 ATP viability | HT29 cell growth-1 | HT29 cell growth-1 condensed nuclei
> CC(C)C1Cc2c(sc3c2c(=O)n(-c2ccccc2)c2nncn32)CO1 (stereo unspecified)
    -16 | -9 | -21 | -16% | 0 | 7 | -6 | 2.0 | 5 | 32 | 6.8
> CC(C)(C)NC[C@H](O)COc1nsnc1N1CCOCC1
    13 | 17 | 14 | -4% | 3 | 4 | -1 | 2.8 | / | -14 | 2.8
> O=C1NCC(COCC2CC=CCC2)O1 (stereo unspecified)
    2 | 13 | 15 | -8% | 5 | 6 | -3 | 2.4 | 0 | 25 | 1.4
> Cc1ccc(NC(=O)Cn2nc(C)c3ccccc3c2=O)cc1
    4 | -20 | -6 | 3% | 0 | 6 | -5 | 3.3 | 2 | 32 | 2.4
> Cc1noc(COc2ccccc2OCC(O)CNC(C)(C)C)n1 (stereo unspecified)
    -36 | -19 | -29 | 5% | 3 | 5 | -5 | 2.2 | -5 | -3 | 1.8
> CSc1nc2[nH]c3c(c2c2ncnn12)CCCC3
    -45 | -8 | -25 | -6% | 38 | 3 | -13 | 7.2 | -4 | 14 | 1.2
> CCCOc1ccc(-c2nnc(N)s2)cc1
    10 | -20 | 49 | -11% | 21 | 19 | -4 | 2.7 | 7 | 46 | 3.9
> Cn1c(=O)c2c(nc(Br)n2CCSc2ncccn2)n(C)c1=O
    26 | 18 | 70 | 6% | 9 | 7 | 7 | 1.5 | 17 | 37 | 2.0
> COCCNC(=O)c1c(N)n(/N=C/c2cccs2)c2nc3ccccc3nc12
    88 | 16 | 9 | 10% | 7 | 18 | 10 | 6.4 | 45 | 75 | 5.2
> COc1ccc(CN(C#N)c2nc(SC)nc(N(C)C)n2)cc1
    1 | -24 | -12 | -4% | 33 | 4 | 3 | 2.1 | 0 | 6 | 2.5

New compounds follow
Below each compound: AID772 second | HT29 cell growth-2 | AID772 | AID364 | A549 proliferation | AID772 condensed nuclei | HT29 cell growth-2 ATP viability | HT29 cell growth-2 condensed nuclei | HT29 cell growth-1 ATP viability | HT29 cell growth-1 | HT29 cell growth-1 condensed nuclei
> N/C(=N\c1nc2ccccc2o1)NC(=O)c1ccccc1NC(=O)c1ccccc1
    18 | 0 | 55 | -3% | 70* | 5 | 9 | 3.8 | 29 | 50 | 3.4
> N=c1c(C(=O)NCc2ccccc2)cc2c(=O)n3ccccc3nc2n1Cc1ccco1
    -10 | 31 | 0 | 1% | 90* | 2 | 31 | 5.7 | 15 | 41 | 2.6
> Nc1nc2ccc(OC(F)(F)F)cc2s1
    -2 | -14 | -9 | -4% | 42 | 4 | -5 | 3.1 | / | 36 | 0.9
> COC(=O)C(NC(=O)c1ccccc1)(Nc1nc(C)cs1)C(F)(F)F (stereo unspecified)
    -26 | -9 | -4 | -2% | 5 | 1 | -6 | 2.2 | -10 | -28 | 2.0
> CCOc1ccc(C2CC(c3ccccc3)Nc3nc(N)nn32)cc1 (stereo unspecified)
    -3 | 9 | -40 | -5% | 6 | 9 | -1 | 5.3 | 3 | -24 | 2.4
> O=C(NCc1cccnc1)NC(C(F)(F)F)C(F)(F)F
    -54 | -11 | -79 | -9% | 1 | 5 | -7 | 2.9 | -25 | 13 | 2.0
> CCOC(=O)c1cnn2c1[nH]c(=O)c1ccccc12
    -33 | -27 | -58 | -8% | 8 | 4 | -9 | 4.6 | -23 | -48 | 1.7
> COc1ccccc1N(O)C1CC(=O)N(c2ccc(Br)cc2)C1=O (stereo unspecified)
    -8 | -10 | 40 | 5% | 30 | 17 | -14 | 8.0 | 6 | 49 | 9.7
> COc1ccc(OC)c(C2/C(=C(/O)c3ccccc3)C(=O)C(=O)N2Cc2ccco2)c1 (stereo unspecified)
    -18 | 12 | 0 | 0% | 10 | 6 | -7 | 4.8 | -5 | -16 | 5.4
> CCOC(=O)C1=C(C)N=C2SC(C)C(=O)N2C1c1cccc(F)c1 (stereo unspecified)
    -32 | -2 | -55 | -7% | -4 | 2 | -2 | 3.6 | -16 | -49 | 3.3

The results go on.
Below each compound: AID772 second | HT29 cell growth-2 | AID772 | AID364 | A549 proliferation | AID772 condensed nuclei | HT29 cell growth-2 ATP viability | HT29 cell growth-2 condensed nuclei | HT29 cell growth-1 ATP viability | HT29 cell growth-1 | HT29 cell growth-1 condensed nuclei
> CCOC(=O)C(C#N)C(Cc1ccccc1)c1ccco1 (stereo unspecified)
    -50 | -19 | 1 | 2% | 6 | 2 | -4 | 3.4 | -14 | 3 | 2.2
> CCOc1ccc(N2C(=O)CC(N)C2=O)cc1 (stereo unspecified)
    -3 | 20 | -25 | -13% | -3 | 11 | 8 | 4.3 | 2 | 32 | 2.0
> Cn1c(=O)c2c3c(sc2n2c(SCC(=O)c4ccccc4)nnc12)COC(C)(C)C3
    22 | -2 | -44 | 19% | -1 | 3 | 8 | 3.8 | 5 | -11 | 3.1
> Cc1cc(N2CCN(C3CCCC3)CC2)n2c(nc3ccccc32)c1C#N
    3 | -18 | 33 | 10% | 8 | 17 | 0 | 2.3 | 14 | 21 | 3.6
> COC(=O)c1cccc(Nc2cc(C)nc(-c3ccccc3O)n2)c1
    92 | 2 | 67 | 1% | 18 | 33 | 22 | 4.4 | 77* | 92* | 8.3*
> N#Cc1c2c(c(-c3ccccc3)[nH]c1=O)CCCC2
    -27 | -34 | 14 | -10% | 4 | 1 | -11 | 2.5 | 2 | 32 | 2.0
> CCCC(C)n1[nH]c(=O)cc1N (stereo unspecified)
    1 | 25 | 29 | 4% | -4 | 5 | -9 | 2.6 | -9 | 22 | 11
> C=C(C)CC1N(c2cccc(OC)c2)C(=O)[C@@H]2C(C(=O)O)[C@H]3C=C[C@@]12O3 (stereo partly specified)
    -61 | -40 | -24 | 6% | -4 | 2 | -11 | 2.3 | 8 | -3 | 3.5
> COc1cc(-c2nn3c(-c4cccnc4)nnc3s2)cc(OC)c1OC
    -67 | -36 | -23 | 3% | 14 | 3 | -12 | 1.9 | -33 | -10 | 3.0
> O=C1CCC(=O)N1c1nc2nc(-c3ccccc3)cc(-c3ccccc3)n2n1
    -12 | 35 | 9 | 3% | 2 | 5 | -31 | 6.0 | -3 | -2 | 2.5

Another view of some results above.
Compound | AID772 second | HT29 cell growth-2 | AID772 | AID364 | A549 proliferation | AID772 condensed nuclei | HT29 cell growth-2 ATP viability | HT29 cell growth-2 condensed nuclei | HT29 cell growth-1 ATP viability | HT29 cell growth-1 | HT29 cell growth-1 condensed nuclei
COC(=O)c1cccc(Nc2cc(C)nc(-c3ccccc3O)n2)c1 | 92 | 2 | 67 | 1% | 18 | 33 | 22 | 4.4 | 77* | 92* | 8.3*
N#Cc1c2c(c(-c3ccccc3)[nH]c1=O)CCCC2 | -27 | -34 | 14 | -10% | 4 | 1 | -11 | 2.5 | 2 | 32 | 2.0

Whole records, quoted from the list.
O=C1CCC(=O)N1c1nc2nc(-c3ccccc3)cc(-c3ccccc3)n2n1 is listed as AID772 second: -12; HT29 cell growth-2: 35; AID772: 9; AID364: 3%; A549 proliferation: 2; AID772 condensed nuclei: 5; HT29 cell growth-2 ATP viability: -31; HT29 cell growth-2 condensed nuclei: 6.0; HT29 cell growth-1 ATP viability: -3; HT29 cell growth-1: -2; HT29 cell growth-1 condensed nuclei: 2.5
CCCC(C)n1[nH]c(=O)cc1N (stereo unspecified) is listed as AID772 second: 1; HT29 cell growth-2: 25; AID772: 29; AID364: 4%; A549 proliferation: -4; AID772 condensed nuclei: 5; HT29 cell growth-2 ATP viability: -9; HT29 cell growth-2 condensed nuclei: 2.6; HT29 cell growth-1 ATP viability: -9; HT29 cell growth-1: 22; HT29 cell growth-1 condensed nuclei: 11
Cn1c(=O)c2c3c(sc2n2c(SCC(=O)c4ccccc4)nnc12)COC(C)(C)C3 is listed as AID772 second: 22; HT29 cell growth-2: -2; AID772: -44; AID364: 19%; A549 proliferation: -1; AID772 condensed nuclei: 3; HT29 cell growth-2 ATP viability: 8; HT29 cell growth-2 condensed nuclei: 3.8; HT29 cell growth-1 ATP viability: 5; HT29 cell growth-1: -11; HT29 cell growth-1 condensed nuclei: 3.1

Other structures follow:
Below each compound: AID772 second | HT29 cell growth-2 | AID772 | AID364 | A549 proliferation | AID772 condensed nuclei | HT29 cell growth-2 ATP viability | HT29 cell growth-2 condensed nuclei | HT29 cell growth-1 ATP viability | HT29 cell growth-1 | HT29 cell growth-1 condensed nuclei
> Cn1c(N2CCOCC2)nc2c1c(=O)n(Cc1ccc(Cl)c(Cl)c1)c(=O)n2C
    16 | 21 | 26 | -4% | 37 | 16 | 21 | 1.6 | 61 | 23 | 3.6
> COCCNc1oc(-c2ccc(C)cc2)nc1C#N
    -87 | -35 | -107 | 0% | 23 | 2 | -15 | 3.2 | -12 | 12 | 2.8
> CC(C)OC(=O)CCNc1n[nH]c(=O)[nH]c1=O
    -29 | 22 | -34 | -4% | 4 | 3 | -11 | 1.7 | -14 | -7 | 5.0
> Cc1ncc([N+](=O)[O-])n1CC(O)CCl (stereo unspecified)
    -23 | 6 | 4 | 11% | 0 | 5 | -22 | 4.2 | / | -21 | 1.4
> CCOC(=O)C1CCN(c2nc3ccccc3nc2C(C#N)C(=O)OC(C)C)CC1 (stereo unspecified)
    3 | -8 | -13 | -5% | 4 | 4 | 2 | 2.2 | -3 | 45 | 4.4
> CCCCCCSC1=C(C#N)C(c2ccccc2)CC(=O)N1 (stereo unspecified)
    6 | -14 | 69 | -7% | 17 | 4 | -7 | 3.4 | -5 | 15 | 3.4
> Fc1ccc(C(c2ccc(F)cc2)N2CCN(C/C=C/c3ccccc3)CC2)cc1
    90 | 14 | 74 | 12% | 32 | 34 | 48 | 2.5 | / | 82 | 7.1
> C=CCOc1nc2c(c(=O)n(Cc3ccc(Cl)c(Cl)c3)c(=O)n2C)n1C
    17 | 6 | 0 | -2% | 35 | 11 | 2 | 3.7 | -9 | 4 | 2.5
> CCc1nc(N2CCN(C(=O)c3ccccc3)CC2)c(C#N)c2c1COC(C)(C)C2
    33 | 24 | 51 | 16% | 37 | 4 | 2 | 3.7 | 25 | 46 | 3.4
> COc1cccc(C2=CC(c3ccccc3)n3nnnc3N2)c1 (stereo unspecified)
    80 | 63 | 70 | 1.8µM* | 73* | 37 | -1 | 9.2 | 56 | 81 | 15

Single entries from above.
C=CCOc1nc2c(c(=O)n(Cc3ccc(Cl)c(Cl)c3)c(=O)n2C)n1C – HT29 cell growth-2 = 6
CCc1nc(N2CCN(C(=O)c3ccccc3)CC2)c(C#N)c2c1COC(C)(C)C2 – HT29 cell growth-1 ATP viability = 25
Cc1ncc([N+](=O)[O-])n1CC(O)CCl (stereo unspecified) – HT29 cell growth-1 condensed nuclei = 1.4
Cn1c(N2CCOCC2)nc2c1c(=O)n(Cc1ccc(Cl)c(Cl)c1)c(=O)n2C – HT29 cell growth-2 = 21
CC(C)OC(=O)CCNc1n[nH]c(=O)[nH]c1=O – AID772 second = -29

Only part of the results is shown; count on the stated rates, not on these rows.
